POLI inh – qHTS for Inhibitors of Polymerase Iota. DNA polymerase iota (Homo sapiens), Q9UNA4. Pol iota fluorescent replication assay, 10 min. Potency, µM (titrated, usually from 115 µM), for the others: top-dose activity, negative = inhibition, actives largely listed as inhibitors. actives 1% (n = 390,000). AID 588590, 2011; further: potency means the concentration at half of the fitted maximal effect
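Fluorescent replication assay read twice, at 0 min and 10 min after adding 50 nM (final) substrate. Enzyme (10 nM) and compounds were first incubated 15 min at room temperature; enzyme-free buffer wells were negative controls.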
Pol beta inh – qHTS Assay for Inhibitors of DNA Polymerase Beta; Pol beta primer extension/strand displacement, fluorescence kinetic; Potency, µM (top dose mostly 114 µM), inactives show top-dose activity change, negative = inhibition, hits mostly inhibitors; actives 1.3% (n = 340,000); AID 485314, 2010; further: potency means the concentration at half of the fitted maximal effect; on the % scale 0 is the no-effect control and ±100 the full control effect
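10 nM enzyme + cpd, 15 min RT; start with substrate 50 nM final; read 0 min and after 10 min RT. Corrected, normalized data; 4-parameter Hill curve fit.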
LDHA block – qHTS assay for inhibitors of human lactate dehydrogenase. actives 0.15% (n = 480,000). purified LDHA, NADH/diaphorase-resazurin fluorescence; active compounds read low. L-lactate dehydrogenase A chain (Homo sapiens), P00338. AID 1347041, 2019. activity change, % (values are at about 110 or 230 µM); in the data active means activity change below about -30%; inconclusive means mostly about -25% to -30%;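 further: plate controls were DMSO wells for no effect and wells without enzyme for full effect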
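Remaining NADH was detected by diaphorase (0.133 mg/mL) converting 37 µM resazurin to fluorescent resorufin, read at 0 and 20 minutes. The preceding 5-minute room-temperature reaction used 2 nM LDHA, 0.2 mM sodium pyruvate and 0.06 mM NADH at pH 7.4.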
Pol kappa inh – qHTS for Inhibitors of Polymerase Kappa. DNA polymerase kappa (Homo sapiens), Q9UBT6. purified Pol kappa, fluorescent DNA synthesis assay, 10 min. Potency, µM (highest dose often 107 µM), for the others: at the top dose activity, negative = inhibition, usual class: inhibitors. actives 0.53% (n = 400,000). AID 588579, 2011; further: potency means the concentration at half of the fitted maximal effect; on the % scale 0 is the no-effect control and ±100 the full control effect
Target sequence (Q9UBT6 whole entry, looked up): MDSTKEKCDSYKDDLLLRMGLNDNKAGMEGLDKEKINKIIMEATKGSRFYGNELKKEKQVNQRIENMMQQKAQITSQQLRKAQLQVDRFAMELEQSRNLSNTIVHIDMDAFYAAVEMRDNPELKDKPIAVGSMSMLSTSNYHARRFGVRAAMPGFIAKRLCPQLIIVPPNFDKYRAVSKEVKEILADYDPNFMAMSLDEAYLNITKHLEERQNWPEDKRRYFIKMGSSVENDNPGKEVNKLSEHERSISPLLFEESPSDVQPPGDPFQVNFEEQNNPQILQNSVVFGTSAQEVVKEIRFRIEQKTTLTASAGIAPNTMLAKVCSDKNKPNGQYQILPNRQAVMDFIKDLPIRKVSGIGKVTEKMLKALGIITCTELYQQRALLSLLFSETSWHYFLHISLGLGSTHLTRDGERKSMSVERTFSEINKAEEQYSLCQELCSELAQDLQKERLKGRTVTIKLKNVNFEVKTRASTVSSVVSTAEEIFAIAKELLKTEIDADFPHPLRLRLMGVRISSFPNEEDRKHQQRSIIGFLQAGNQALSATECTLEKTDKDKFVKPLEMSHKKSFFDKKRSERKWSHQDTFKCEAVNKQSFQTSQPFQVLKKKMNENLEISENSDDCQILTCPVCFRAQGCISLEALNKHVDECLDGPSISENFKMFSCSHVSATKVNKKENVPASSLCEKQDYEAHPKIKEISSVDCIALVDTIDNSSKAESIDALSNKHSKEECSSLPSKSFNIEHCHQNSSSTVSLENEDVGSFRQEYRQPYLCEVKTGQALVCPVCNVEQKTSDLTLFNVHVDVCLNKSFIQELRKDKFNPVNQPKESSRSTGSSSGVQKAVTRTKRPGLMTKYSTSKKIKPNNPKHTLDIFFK
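Activity was followed as the change in fluorescence between reads at 0 and 10 min after starting the reaction with 50 nM substrate. Beforehand, 10 nM polymerase had been preincubated with compound for 15 min at room temperature.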
BLM helicase inh – qHTS Assay for Inhibitors of Bloom's syndrome helicase (BLM); RecQ-like DNA helicase BLM (Homo sapiens), P54132; recombinant BLM DNA unwinding, fluorescence dequenching; Potency, µM (doses to about 56.1 µM), for the others: at the top dose activity change, negative = inhibition, usual class: inhibitors; actives 0.2% (n = 350,000); AID 2528, 2010;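 further: potency means the concentration at half of the fitted maximal effect; plate controls were vehicle for no effect and no enzyme for full effect; nearly all actives have a fitted effect of over 35% in size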
GRP78 ERSR act – qHTS for Inducers of the Endoplasmic Reticulum Stress Response (ERSR) in Human Glioma: qHTS. U87-MG GRP78 promoter luciferase reporter, 16 h. Potency, µM, for the others: top-dose activation, usual class: activators. actives 0.02% (n = 420,000). AID 602332, 2012; further: potency means the concentration at half of the fitted maximal effect; series mostly up to about 76 µM; % of control where 0% means no effect; nearly all actives have a fitted effect of over 35% in size
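Stably transfected U87-MG glioma cells carrying a GRP78-based luciferase sensor; 16 h compound incubation. Luminescence end-point read 10 min after Bright-Glo addition at room temperature.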
Apoferritin bind – qHTS Assay for Identification of Novel General Anesthetics; Ferritin light chain (Equus caballus), P02791; apoferritin/1-aminoanthracene competitive binding, fluorescence; Potency, µM (top dose mostly 77.5 µM), for the others: at the top dose activity change, negative = displacement, hits mostly inhibitors; actives 0.074% (n = 350,000); further: potency means the concentration at half of the fitted maximal effect; on the % scale 0 is the no-effect control and ±100 the full control effect; nearly all actives have a fitted effect of over 20% in size
Target sequence (P02791 2-175 limits assumed): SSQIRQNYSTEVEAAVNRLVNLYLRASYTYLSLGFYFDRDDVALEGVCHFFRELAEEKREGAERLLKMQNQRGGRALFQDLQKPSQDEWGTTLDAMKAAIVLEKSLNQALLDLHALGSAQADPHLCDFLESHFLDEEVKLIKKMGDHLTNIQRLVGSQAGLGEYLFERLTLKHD
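Steps: apoferritin (10 uM) was premixed with half-saturated 1-AMA in PBS, compounds were pin-transferred, plates stood 10 min at room temperature, fluorescence was read at 380/535 nm, and curves were fitted with a Hill equation.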
Pol eta inh – qHTS for Inhibitors of Polymerase Eta; AID 588591, 2011; DNA polymerase eta (Homo sapiens), Q9Y253; Potency, µM (highest dose often 114 µM), inactives show top-dose activity change, negative = inhibition, most hits filed as inhibitors; recombinant Pol eta, fluorescent DNA replication assay; actives 1.2% (n = 390,000); further: potency means the concentration at half of the fitted maximal effect; on the % scale 0 is the no-effect control and ±100 the full control effect
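Pol eta (10 nM) was preincubated with compounds for 15 min at room temperature, after which fluorescent replication substrate (50 nM final) was added to start the reaction. Fluorescence was read kinetically at 0 and 10 min.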
APE1 inh – qHTS Assay for Inhibitors of the Human Apurinic/apyrimidinic Endonuclease 1 (APE1) | DNA repair nuclease/redox regulator APEX1 (Homo sapiens), P27695 | recombinant APE1, TAMRA/BHQ-2 abasic DNA cleavage fluorescence | Potency, µM (series often up to 65.8 µM), without a hit: at the top dose activity change, negative = inhibition, hits mostly inhibitors | actives 0.35% (n = 350,000) | AID 2517, 2012;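 further: potency means the concentration at half of the fitted maximal effect; plate controls were vehicle for no effect and reference inhibitor for full effect; nearly all actives have a fitted effect of over 55% in size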
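Compound pre-exposure to 0.75 nM APE1, 15 min at ambient temperature. Reaction initiated with 50 nM TAMRA/BHQ-2 THF substrate, read immediately in kinetic mode, 525 nm excitation, 598 nm emission.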
* = called active by the depositor; ? = inconclusive; . = not tested or not shown; & = joins results of further samples; [ ] = dose if it differs, or a comment. Unless noted, the call rests on the fitted dose curve; in most records, active means well fitted curve in the direction sought with a large enough effect; inconclusive means small, poorly fitted or top-dose-only effect, or another doubt; inactive means no such curve, though single readings can be large; an effect the other way counts as inactive or inconclusive. Not all compounds are listed; rates above refer to the full screens.

The line under a structure holds: POLI inh, Pol beta inh, LDHA block, Pol kappa inh, BLM helicase inh, GRP78 ERSR act, Apoferritin bind, Pol eta inh, APE1 inh
1	COc1ccc(-n2cc(C(=O)c3cc(Cl)ccc3O)cc(C#N)c2=O)cc1
  37%[activator], -2%, -2, -3%, -15%, -5%, -18%, -22%, 1%
2	CCCn1nnnc1NC(=O)COc1ccc(CC)cc1
  24%, -15%, 0, -13%, -3%, -4%, -3%, -12%, 4%
3	N#Cc1cc([N+](=O)[O-])ccc1NC(=O)COC(=O)c1cnccn1
  -2%, ., 3, -4%, ., -7%, ., ?, 3%
4	O=C(Cn1cc(SCc2ccc(C(F)(F)F)cc2)c2ccccc21)N1CCCCCC1
  9%, 28%, 3, -9%, -8%, -2%, 151%[activator], 5%, .
5	O=C(Nc1cccc(Cl)c1)C1CCCN(C2=NS(=O)(=O)c3ccccc32)C1 (stereo unspecified)
  23%, ., -6, -6%, ., 1%, ., -10%, -14%
6	C/C(=N/Nc1ccnc2cc(Cl)ccc12)c1ccc(N)cc1
  -14%, ., 4, 4%, ., -5%, ., -9%, -10%
7	COc1ccc(S(=O)(=O)N2CCCN(CC(=O)Nc3cc(NC(C)=O)ccc3OC)CC2)cc1
  2%, -1%, 2, -13%, -1%, -4%, -15%, -4%, -3%
8	O=C(NCCc1ccc(Cl)cc1)C12CC3CC(CC(O)(C3)C1)C2
  39%, 9%, -1, 1%, 1%, 5%, -8%, -22%, 23%
9	COc1ccc(-c2nn(-c3ccccc3)cc2CNCCN2CCOC2=O)c(F)c1
  6%, ?, -12, 5%, -6%, -3%, 8%, -13%, -1%
10	CCN(CC)c1ccc(NC(=O)CN2CCN(CC(=O)Nc3ccc(OC)cc3)CC2)cc1
  -11%, 34%, -2, 1%, -2%, -7%, 2%, -16%, 4%
11	CC(C)c1nc(N2CCCC2)c(C#N)c2c1CCCC2
  17%, ?, 0&-15, 3%, -4%, -7%, 5%, -12%, -20%
12	COCc1nnc(NC(=O)C2CC(=O)N(C3CCCCC3)C2)s1 (stereo unspecified)
  18%, 43%, -2, 8%, -3%, -2%, -3%, -7%, -7%
13	O=C(NCc1ccccn1)c1cc2ccccn2n1
  ?, 25%, 0, -3%, -3%, 3%, -3%, -6%, 9%
14	COc1ccc(NC(=O)C2CCN(c3cnccn3)CC2)cc1Cl
  28%&28%, 0%&14%, 0&-1, 0%&-7%, -1%&0%, -3%&-1%, -13%&-8%, -8%&-18%, -2%
15	CCCNC(=O)NC(=O)COC(=O)c1ccc(S(=O)(=O)N(C)c2ccccc2OC)cc1
  113%[activator], -27%, 1, -5%, -17%, -4%, -16%, -9%, -3%
16	NC(=O)CC(O)c1cccc(Cl)c1 (stereo unspecified)
  ?, 26%, -5, -5%, -1%, -5%, -3%, -6%, -4%
17	CN(c1ccc(OCC(=O)Nc2ccccc2C(=O)O)cc1)S(=O)(=O)c1ccc(Cl)cc1
  1%, ., -8, -9%, ., -3%, ., -17%, 1%
18	O=C(NCC(c1ccc2c(c1)OCO2)N1CCN(c2ccccc2)CC1)c1ccc(F)c(F)c1 (stereo unspecified)
  30%, -18%, 2, -4%[60.1 µM], -8%, 1%, 11%, ?, .
19	CCOC(=O)c1c(S(=O)(=O)Nc2ccccc2OCC)c(C)n(C)c1C
  25%, 27%, 0, 3%, 0%, 8%, -8%, -22%, 32%
20	CCN(CC)C(=O)Cn1cc(/C=C(\C#N)C(=O)N2CCN(c3ccccc3)CC2)c2ccccc21
  18%, 22%, 3, -14%, -5%, 0%, ?, -17%, 10%
21	Cc1cccc(N2CCN(C(=O)Cn3nc(C)c4sc5ccccc5c4c3=O)CC2)c1C
  -16%, -18%, 1, 3%, -6%, -2%, 10%, 14%, .
22	CCOc1ccccc1N1CCN(C(=S)NCc2ccco2)CC1
  12%, 0%[57.1 µM], -8, -13%, ?, -1%, -19%, -6%, 0%
23	C/C(N)=C(/C#N)C(=O)COC(=O)CNS(=O)(=O)c1ccc2ccccc2c1
  -5%, -3%, -9, -14%, 0%, -3%, -6%, -18%, 7%
24	Cc1cc(C)cc(NC(=S)NCCN2CCOCC2)c1
  34%[activator], ., -3, -6%, ., -3%, ., -8%, .
25	CCOC(=O)C1=C(C)NC(c2cccs2)C(=O)N1 (stereo unspecified)
  64%[activator], 32%, -5, -3%, 0%, -2%, -5%, -16%, 18%
26	COc1ccc(S(=O)(=O)Nc2ccc(Cl)cn2)cc1
  -12%, 19%, 1, 15%, -6%, -3%, -6%, -7%, 12%
27	CN(CC(=O)Nc1cccc(F)c1)C(=O)C1CCN(S(=O)(=O)c2ccc3c(c2)OCCO3)CC1
  10%, ., -3, 1%, ., -5%, ., -10%, 33%
28	CC(=O)c1c(C)nc(Nc2nc3ccccc3s2)nc1C
  6%, 0%, -2, 1%, -1%, 3%, 4%, -22%, ?
29	COc1ccc(NC(=O)C(NS(=O)(=O)c2cccs2)C(C)C)cc1Cl (stereo unspecified)
  39%[activator], ?, -1, 12%, -1%, -3%, -10%, -11%, 36%[12.4 µM]
30	CC(=O)Nc1ccc(NC(=S)NC(=O)c2ccc([N+](=O)[O-])c(C)c2)cc1
  3%, -13%, -9, -12%, 3%, -5%, 0%, -22%, 4%
31	CCOC(=O)C1=C(C)N(C)C(=S)NC1c1ccc(Cl)cc1 (stereo unspecified)
  6%, 1%, -6, -6%, 0%, -4%, -11%, -22%, -5%
32	CSCCNC(=O)c1ccc2nc(Cc3ccccc3F)oc2c1
  146%[activator], 8%, -1, 1%, -1%, 7%, -2%, -13%, 47%[activator]
33	COc1ccc(-c2noc(CCC(=O)Nc3cc(Cl)c(OC)cc3OC)n2)cc1
  -11%, 4%, 0, -5%, -25%, 4%, -14%, 4%, -2%
34	NNC(=O)c1sc(-c2ccc(Cl)cc2)cc1N
  5%, 23%, 0, 6%, 0%, 0%, -9%, -14%, -1%
35	CCCOC(=S)N/C(=N\S(=O)(=O)c1ccccc1)c1ccccc1
  -5%, 6%, -3, 2%, -3%, 0%, -3%, -11%, -3%
36	O=C1c2cc(O)c(O)cc2S(=O)(=O)C1c1ccccc1 (stereo unspecified)
  ?, ., 3, ?, ., -1%, ., -21%, 7%
37	O=C(COC(=O)COc1ccc(Cl)cc1)NC1CCCCC1
  0%[58.9 µM], 24%, -5, -1%, -2%, -2%, ?, 7%, 11%
38	CCc1ccc(C(=O)NNC(=O)c2ccc(=O)n(C)n2)cc1
  20%, ?, -1, 5%, -8%, 4%, 1%, 7%, -15%
39	Cc1csc(C(=O)NCC(=O)NNC(=O)c2cccc(Cl)c2)c1
  58%[activator], 11%, 1, -2%, -7%, -5%, ?, -8%, -15%
40	COc1cc(/C=C/C(=O)O)cc(S(=O)(=O)Nc2cccc(S(=O)(=O)N3CCOCC3)c2)c1OC
  2%, 1%, 0, -1%, -1%, -2%, -6%, 1%, 6%
41	CCC(C(=O)NCCCc1ccccc1)c1ccccc1 (stereo unspecified)
  11%, 12%, -3, -4%, 3%, -4%, 7%, -18%, -3%
42	Cc1csc(SCC(=O)N2CCCC2)n1
  5%, 2%, -6, -1%, -3%, -4%, -6%, 0%, -3%
43	CCOC(=O)c1c(C)[nH]c(C)c1C(=O)COC(=O)c1cccc(C)c1O
  -19%, 2%, -11, -8%, -8%, -2%, -18%, -14%, -3%
44	N#CCCSCc1ccc(C(=O)O)o1
  -2%, ?, -11, -3%, 1%, -3%, 2%, 6%, 0%
45	COc1ccc(Cl)cc1S(=O)(=O)N1CCN(C)CC1
  6%, 19%, 0, 2%, 2%, -2%, -10%, -2%, 14%
46	O=C(CN1CCN(c2ccccc2F)CC1)N1CCc2ccccc21
  25%, 29%, -9, 3%, -5%, 4%, -4%, -3%, 39%
47	O=C(O)CCCn1cc(NC(=O)COc2ccccc2[N+](=O)[O-])cn1
  -14%, -26%, -5, -11%, 1%, -3%, 0%, 18%, -11%
48	O=C1C2CCCN2C(c2ccccc2)N1c1ccc(Cl)cc1 (stereo unspecified)
  19%, 4%, -2, -4%, 5%, -3%, -1%, 2%, 4%
49	O=C(N/N=C/c1cccn1-c1ccccc1)c1ccncc1
  26%, 21%, -7, -4%, -9%, -4%, -13%, -8%, -4%
50	O=C(NCCc1csc(-c2cccnc2)n1)c1ccccc1Br
  31%[activator], -11%, -3, -7%, -5%, 0%, -7%, -19%, 15%
51	COc1cc(/C=C/C(=O)NCC2CCCCC2)cc(OC)c1OC
  20%, 2%, -4, 0%, -6%, -1%, 2%, -28%, 56%[activator]
52	CCOc1ccccc1NC(=O)CCS(=O)(=O)c1cccc2nsnc12
  50%&39%[activator], 97%&10%, -5&3, 5%&3%, -1%&-1%, -6%&-1%, -12%&-7%, -5%&-6%, 7%
53	O=C(CCN1CCOCC1)NNC(=S)NC(=O)c1ccc(Br)cc1
  37%[activator], 13%, -3, -20%, 3%, -2%, -2%, -4%, 1%
54	CC(C)(C)n1cnc2cc(NCc3ccccc3Cl)ccc21
  1%, 0%, 12, -16%, -2%, 4%, -1%, -10%, .

Screening results: PubChem BioAssay, National Center for Advancing Translational Sciences (NCATS)
